# High-throughput results deposited in PubChem by National Center for Advancing Translational Sciences (NCATS).
# Lipid storage S3 – qHTS Assay for Lipid Storage Modulators in Drosophila S3 Cells; 320,000 tested, 0.64% active; lipid storage change, negative = inhibition, % at the top dose, mostly 46.1 µM; hits show Potency in µM; Drosophila S3 cells, BODIPY lipid droplet fluorescence, 18-24 h; cells fed with added oleic acid; active means well fitted inhibition curve with a large enough effect in the signal ratio, with a control signal flat, not every such curve was filed as active; inconclusive means small, poorly fitted or top-dose-only effect, or effect the other way, or a change in a side signal; the % refers to the signal ratio
#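 Drosophila S3 cells got compounds at several concentrations plus oleic acid (400 uM solution). Laser-scanning cytometry with 488 nm excitation read lipid droplets at 500-530 nm and cells at 575-640 nm. Percent activity was relative to 20 uM Triacsin C.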
# Lipid storage S3 cell count max – recorded beside Lipid storage S3, whose call it bears; cell number change, %; measured here: cell count max response;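 cells counted by Cell Tracker Red CMTPX staining in the red channel; peak over a dose series mostly up to 46.1 µM; percent activity relative to internal control wells on each plate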
# * hit, by the source's call; i = inactive; ? = inconclusive; · = not tested or not shown. On the % scale 0 is the no-effect control and ±100 the full control effect; potency means the concentration at half of the fitted maximal effect.
SMILES,Lipid storage S3,Lipid storage S3 cell count max
COC(=O)c1cccc(NC(=O)COc2cccc([N+](=O)[O-])c2)c1,?,·
O=C(C1COc2ccccc2O1)N1CCN(c2ccccc2Cl)CC1 (stereo not drawn),?,·
CC(C)(C)NC(=O)NC(=O)CN1CCN(c2ccc(O)cc2)CC1,-9%,-24
COc1ccccc1NC(=O)c1cc2cc(Br)ccc2cc1O,?,·
CS(=O)(=O)c1ccc(C(=O)OCC(=O)NC(=O)Cc2ccccc2)cc1,?,·
COc1ccc(C)cc1NC(=O)CN(C)S(=O)(=O)c1ccc2c(c1)c(=O)n(C)c(=O)n2C,11%,16
N#Cc1cc([N+](=O)[O-])cnc1Nc1ccccc1,-9%,2
C#CCOCCOCCOCCNc1nc(N2CCN(C(=O)Cn3cc(CC(C)O)nn3)CC2)nc(N2CCN(C(=O)[C@H]([C@@H](C)CC)n3cc(CCCN=C(N)N)nn3)CC2)n1 (stereo partly drawn),-7%,·
COc1cc(C2C(C(C)=O)=C(O)C(=O)N2c2ccc(Br)cn2)ccc1O (stereo not drawn),-13%,-4
CNC(=O)N(O)C1N(/N=C/c2ccccc2F)C(=S)SC1(C)C (stereo not drawn),?,·
O=C(c1cnn2cccnc12)N1CCN(c2ccccc2)CC1,?,·
O=C(Cn1nc(Cl)nc1Cl)c1cc2ccccc2oc1=O,?,·
CC(C)(C)c1ccc(C(=O)N2CCCC2c2cccs2)cc1 (stereo not drawn),?,·
O=C(CCc1nnc2ccc(NCCCN3CCCC3=O)nn12)NCc1ccccc1Cl,?,·
COc1ccc(-c2cc(=O)[nH]c3ccccc23)cc1,?,·
C1=C(CCNC2=NCCCCC2)CCCC1,?,·
CCN(CC)C(=O)c1cn(C)c2ccc(S(=O)(=O)N(CC)CC)cc2c1=O,i,-1
Cc1c(NC(=O)c2ccccc2F)c(=O)n(-c2ccccc2)n1C,?,·
Cc1csc(NC(=O)CCSCCc2ccccn2)n1,-4%,-4
COc1ccc(Cl)cc1NC(=O)C1(c2cccs2)CCOCC1,-8%,-3
CCn1c(SCC(=O)N/N=C(\C)c2ccco2)nnc1-c1ccccc1,?,·
Cc1ccc(NC(=O)c2ccc(N/N=C/c3cccc(O)c3)c([N+](=O)[O-])c2)cc1,-11%,-18
COCCn1c(SCc2nc3ccccc3s2)nc2ccccc21,?,·
Cc1ccc(-n2c(=O)cc(N3CC(C)CC(C)C3)[nH]c2=O)cc1 (stereo not drawn),?,·
CCO/C([O-])=N/c1c[n+](N2CCOCC2)no1,?,-9

# Sorted by count of non-hydrogen atoms (falling): some entries from above
SMILES,Lipid storage S3,Lipid storage S3 cell count max
C#CCOCCOCCOCCNc1nc(N2CCN(C(=O)Cn3cc(CC(C)O)nn3)CC2)nc(N2CCN(C(=O)[C@H]([C@@H](C)CC)n3cc(CCCN=C(N)N)nn3)CC2)n1 (stereo partly drawn),-7%,·
COc1ccc(C)cc1NC(=O)CN(C)S(=O)(=O)c1ccc2c(c1)c(=O)n(C)c(=O)n2C,11%,16
Cc1ccc(NC(=O)c2ccc(N/N=C/c3cccc(O)c3)c([N+](=O)[O-])c2)cc1,-11%,-18
CCN(CC)C(=O)c1cn(C)c2ccc(S(=O)(=O)N(CC)CC)cc2c1=O,i,-1
COc1cc(C2C(C(C)=O)=C(O)C(=O)N2c2ccc(Br)cn2)ccc1O (stereo not drawn),-13%,-4
O=C(C1COc2ccccc2O1)N1CCN(c2ccccc2Cl)CC1 (stereo not drawn),?,·
COC(=O)c1cccc(NC(=O)COc2cccc([N+](=O)[O-])c2)c1,?,·
Cc1ccc(-n2c(=O)cc(N3CC(C)CC(C)C3)[nH]c2=O)cc1 (stereo not drawn),?,·
CC(C)(C)c1ccc(C(=O)N2CCCC2c2cccs2)cc1 (stereo not drawn),?,·
O=C(Cn1nc(Cl)nc1Cl)c1cc2ccccc2oc1=O,?,·
Cc1csc(NC(=O)CCSCCc2ccccn2)n1,-4%,-4
COc1ccc(-c2cc(=O)[nH]c3ccccc23)cc1,?,·
N#Cc1cc([N+](=O)[O-])cnc1Nc1ccccc1,-9%,2
CCO/C([O-])=N/c1c[n+](N2CCOCC2)no1,?,-9
C1=C(CCNC2=NCCCCC2)CCCC1,?,·

# Remaining list, next part
SMILES,Lipid storage S3,Lipid storage S3 cell count max
COc1ccc(Cc2nnc(SCC(=O)N3CCN(c4ccccc4)CC3)o2)cc1,i,-9
Cc1ccc(C)c(NC2=NCC(=O)N2c2ccc3c(c2)OCCO3)c1,?,·
CC1(C)Cc2c(C#N)c(OCC(=O)c3ccc(Cl)cc3)nc(-c3ccoc3)c2CO1,?,·
CCCn1c(N)c(C(=O)CSc2nnc3n2CCCCC3)c(=O)[nH]c1=O,?,·
O=[N+]([O-])c1ccc(O)c(/C=N/Nc2ccccc2[N+](=O)[O-])c1,7%,-1
COc1ccc(CN(C)C(=O)c2cc(S(=O)(=O)NCc3ccccc3)ccc2C)c(OC)c1,i,-9
O=S(=O)(c1ccccc1)c1cnc(-c2cccnc2)nc1-c1ccc(Cl)c(Cl)c1,-2%,-3
CCNC(=O)c1c(O)c2c([nH]c1=O)CCCC2,0%,-19
CN(Cc1ccccc1Br)C(=O)CN1C(=O)NC2(CCCCCC2)C1=O,?,·
CN(C=[N+](C)C)c1cccc2c1C(=O)c1ccccc1C2=O,-16%,1
CCC(C(=O)NC(C)(C)C)N(C(=O)Cn1nnc(-c2cccs2)n1)c1cnc2ccccc2c1 (stereo not drawn),i,15
CC(=O)NNC(=O)c1sc(=S)n2c1[nH]c(=O)c1sccc12,?,·
CC(=O)Oc1ccc(/C=N/NS(=O)(=O)c2ccc(C)cc2)c(OC(C)=O)c1,i,1
Cc1nn(-c2ccccc2)c(Cl)c1C(=O)N1CCN(c2ncnc3c2cnn3-c2ccccc2)CC1,7.3µM*,-26*
O=C(NCc1ccccn1)c1ccc(NS(=O)(=O)c2cccc(Cl)c2)cc1,?,·
COc1ccc(CNn2c(-c3cccc(C)c3)nc3ccccc3c2=O)cc1OC,?,·
COc1ccc(OC)c(-c2csc(NC(=O)CSCC(=O)Nc3cc(C)on3)n2)c1,1%,-2
Cc1cc(NC(=O)c2cc3ncc(Br)cn3n2)no1,?,·
O=C1CN(C(=O)COC(=O)COc2ccc3c(c2)CCC3)c2ccccc2N1,-4%,2
O=C1CC(c2ccccc2)CC(O)=C1C=Nc1ccccc1 (stereo not drawn),5%,1
CCOC(=O)c1cc(-c2ccccc2)sc1NC(=O)CC(C)C,21%,13
COc1cccc(-n2c(C)nn(C)c2=O)c1,0%,10
Cc1ccc(CNC(=O)c2ccc(N3CCCC3=O)cc2)cc1,?,·
COc1cc2cc(CN(Cc3nnnn3Cc3ccccc3)CC3CCCO3)c(=O)[nH]c2cc1OC (stereo not drawn),-20%,-11
CCCC(c1nnnn1Cc1cccs1)N1CCN(c2ccc(OC)cc2)CC1 (stereo not drawn),22%,5
# (list continues)
SMILES,Lipid storage S3,Lipid storage S3 cell count max
Cc1cc(C(=O)N/N=C/c2ccc(-c3cccc(Br)c3)o2)n[nH]1,?,·
COCCNc1nc(-c2ccc(OC)cc2)c(-c2ccc(OC)cc2)s1,?,·
CC(=O)c1ccccc1C(=O)N1CCCC(N2CCN(Cc3ccc4c(c3)OCO4)CC2)C1 (stereo not drawn),?,·
COc1ccc(-c2cc(C(F)(F)F)n3ncc(C(=O)NCC4CCCO4)c3n2)cc1 (stereo not drawn),?,·
O=C(O)c1ccccc1Cc1nc2cc(Cl)ccc2c(=O)[nH]1,?,·
Cc1c(CC(=O)Nc2ccc(Cl)cc2)sc2ccc(Cl)cc12,?,·
Clc1ccc(OCc2nc(-c3ccc(Br)o3)no2)cc1,?,·
CC1(C)CC(=O)C/C(=N/NC(=O)CCCOc2ccc(Cl)cc2Cl)C1,?,·
O=C(COC(=O)c1cc2ccccc2oc1=O)Nc1cccc(Br)c1,?,·
O=C(COC(=O)c1ccccn1)NCc1ccccc1,?,·
Nc1nc2n(c1C(=O)c1ccccc1)CCC2,?,·
Cc1ccc(C2CC(=O)NC3=C2C(=O)CCC3)cc1Br (stereo not drawn),-9%,31
CNC(=O)COC(=O)[C@@H](Nc1ccc(S(=O)(=O)N2CCOCC2)cc1[N+](=O)[O-])C(C)C,?,·
COC(=O)c1c(NC(=O)C2CC2)sc(C(=O)Nc2ccccc2)c1C,?,·
COc1ccc(N2C(=O)CC(N3CCC(O)(c4cccc(C(F)(F)F)c4)CC3)C2=O)cc1 (stereo not drawn),?,·
Cc1ccc(N2C(=O)N(CC(=O)Nc3c(C)cc(C)cc3Cl)C(=O)C2C)cc1 (stereo not drawn),20%,15
COc1ccc(CNc2nc(-c3ccccc3)nn2C(=O)c2cccs2)cc1,?,·
CCn1c(-c2cc3c(C(F)(F)F)nn(C)c3s2)n[nH]c1=S,-7%,-11
CC(C)N(C)C(=O)c1ccc(OC2CCN(CCc3ccccc3)CC2)cc1,11%,24
Cc1nn(-c2ccccc2)c(Cl)c1/C=N/NC(=O)CNC(=O)c1ccccc1Cl,?,·
CN=C(Cc1ccccc1)C1=C(O)CC(C)(C)CC1=O,?,·
COc1ccc([N+](=O)[O-])cc1NC(=O)CSc1nc(C)c(C)c(C)n1,8%,2
COc1ccc(C(=O)O)cc1S(=O)(=O)N(C)CCc1cccnc1,?,·
O=C(CNC(=S)NC(=O)c1ccccc1)c1ccccc1,?,·
COc1cccc(S(=O)(=O)Nc2cccc(C(=O)N3CCOCC3)c2)c1,5%,2
# New compounds follow:
SMILES,Lipid storage S3,Lipid storage S3 cell count max
NC(=O)C1CCCN(C(=O)c2ccc(Cl)c(S(=O)(=O)N3CCc4ccccc43)c2)C1 (stereo not drawn),i,-30
Cc1ccn2c(=O)nc(SCC(=O)NC3CCCC3)nc2c1,?,·
CCCCCn1c(CN2CCN(C(=O)OCC)CC2)nc2c1c(=O)[nH]c(=O)n2C,?,·
CC(=O)Nc1ccc(NC(=O)CSc2nc3c(=O)n(C)c(=O)n(C)c3n2C)cc1,9%,16
COc1ccc(CCNC(=O)c2ccc(=O)[nH]c2)cc1,?,·
CCOC(=O)c1ccc(N2C(=O)CC(N3CCCC(C)C3)C2=O)cc1 (stereo not drawn),?,·
COC1(c2ccccc2)NC(=S)NN=C1c1ccccc1 (stereo not drawn),i,·
N#CCSc1nn(-c2ccc(F)cc2)c(=S)s1,?,·
NC(N)=Nc1nc2ccc(Cl)cc2c(=O)[nH]1,-13%,12
CCOc1cccc(NC(=O)C2CC(=O)N(C)C(=Nc3ccccc3)S2)c1 (stereo not drawn),?,·
O=C(Nc1ccccn1)c1ccc(Cl)s1,?,·
c1cc(CNC2=NCCCCC2)ccn1,i,2
CN(Cc1cn(C)nc1-c1cccc(Cl)c1)C1CCOCC1,?,·
CN1CCN(NC(=O)c2cc(S(=O)(=O)Nc3ccc(Cl)cc3)ccc2Cl)CC1,19%,18
CCSc1nc2c(sc3ccccc32)c(=O)n1C(C)C,?,·
Cc1cc([N+](=O)[O-])ccc1N=Nc1c(N)[nH]n(-c2ccccc2)c1=O,?,·
NC(=O)C1CCN(C(=O)CN(C2CCCCC2)S(=O)(=O)c2ccc(F)cc2)CC1,?,·
COc1cc([N+](=O)[O-])ccc1NC(=S)Nc1cccc(C(=O)O)c1,?,·
CNC(=O)C1=C(C)NC(=S)NC1c1cccs1 (stereo not drawn),?,·
COC(=O)c1cc2c(C(F)(F)F)nn(C)c2s1,9%,15
CC(CNC(=O)CCC(=O)N1CCOc2ccccc21)c1ccccc1 (stereo not drawn),-13%,5
N=c1n(CCN2CCOCC2)c2ccccc2n1CC(=O)c1ccc(Cl)c(Cl)c1,?,·
COc1ccc(C(C(=O)NC2CCCCC2)N(C(=O)c2ccco2)c2ccccc2C(C)=O)cc1 (stereo not drawn),i,·
CCc1cccc(CC)c1N(COC)C(=O)Cn1cnc2ccccc21,?,·
NC(=O)CN(C/C=C/c1ccccc1)C/C=C/c1ccccc1,?,·
# Later entries.
SMILES,Lipid storage S3,Lipid storage S3 cell count max
COc1ccc(-c2nnc(SC(C)C(=O)Nc3ccc4c(c3)OCCO4)o2)cc1 (stereo not drawn),i,·
CCC(=O)Nc1cccc(NC(=O)c2cccc([N+](=O)[O-])c2)c1,i,5
COc1ccc(CCNC(=O)[C@@H]2C[C@H]2c2ccccc2)cc1OC,?,·
c1ccc(C2(CNc3ccccn3)CCCC2)cc1,?,·
CC1CCCC(C)N1CC(C)(C)NS(=O)(=O)c1ccc(Cl)cc1 (stereo not drawn),?,·
Cc1cc(C)nc(NS(=O)(=O)c2ccc(NC(=O)CCC3COc4ccccc4O3)cc2)n1 (stereo not drawn),?,·
CCn1nnc2cc(C(=O)Nc3cc(OC)cc(OC)c3)ccc21,13%,1
CSc1ncccc1C(=O)NC1CC(C)(C)Cc2c1cnn2-c1ccccc1C (stereo not drawn),?,·
Cc1sc2ncnc(N3CCCCC3C)c2c1C (stereo not drawn),?,·
CC(C)c1ccc(NC(=O)c2ccc3c(c2)C(=O)N(Cc2cccnc2)C3=O)cc1,-5%,·
Cn1c(N)c(S(=O)(=O)N2CCCC2)c(=O)n(C)c1=O,?,·
COCCNC(=O)CCC(=O)NNc1nc2ccccc2c2nc(C)nn12,2%,23
O=C(CSc1nnc(CNC(=O)c2cccs2)o1)NC1CCCC1,-12%,-3
Cc1ccc(NC(=S)N(CCCN2CCN(C)CC2)Cc2cccs2)cc1C,?,·
O=S(=O)(Cc1ccccc1)NCCc1ccc(F)cc1,-3%,16
Cc1ccc(NC(=O)Cn2c(=O)oc3cc(S(=O)(=O)N4CCC(C)CC4)ccc32)cc1C,?,·
CC(=O)c1c(C)nc(-c2ccccc2)n1O,?,·
COc1ccnc(Oc2ccccc2)c1C(=O)N/C=N/OCc1ccccc1,10%,-7
COc1ccc(S(=O)(=O)NCC2CCCN(C(=O)c3sccc3C)C2)cc1 (stereo not drawn),-2%,5
CCC1CCCCN1C(=O)CNCC1CCCO1 (stereo not drawn),20%,15

# The list is partial; rates above refer to the full screens.
